High-throughput results (PubChem BioAssay)
esBAF inh: blocks esBAF chromatin remodeling in mouse ES cells; Bmi1-luciferase knock-in reporter, 24 h; 100% = twice the neutral-well signal; reporter increase, % at 12.5 µM; 2% of 350,000 active; AID 602393; in the data active = activation above about 40%; inconclusive = no clear call, values can overlap the other calls;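 note: 0% = median of the plate's neutral control wells and 100% = double that signal; a rise in the Bmi1 reporter signal indicates esBAF inhibition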
S100A4 inh HTS: S100A4-myosin IIA interaction inhibition | P26447 | S100A4/TAMRA-MyoIIA peptide fluorescence polarization | inhibition, % at 10.7 µM | 0.14% of 360,000 active;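 active = mean inhibition of at least 70% across replicates, with every replicate also reaching that level; inconclusive = mean inhibition reaches 70% but some replicates fall short; inactive = mean inhibition below 70%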
Target sequence (P26447 whole entry, looked up): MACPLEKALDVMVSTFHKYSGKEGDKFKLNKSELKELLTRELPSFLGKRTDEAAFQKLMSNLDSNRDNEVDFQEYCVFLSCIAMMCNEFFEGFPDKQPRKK
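Test system: S100A4 monomer protein; Medium: HEPES pH 7.2 with CaCl2, KCl, NaCl, DTT, Triton; Probe or stimulus: TAMRA-labelled myosin IIA heavy-chain peptide probe, 5 nM; Doses: one dose per compound; Times: polarization read 5 min after assay mix addition, stable 5–60 min; Benchmarks: neutral control DMSO, positive control TFP.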
SIRT5 inh: blocks human SIRT5 desuccinylation of peptide; Q9NXA8; Purified SirT5, succinyl-peptide AMC, trypsin-coupled fluorescence; inhibition, % at 15 µM; 1.1% of 330,000 active; in the data active = inhibition above about 15%; inconclusive = no clear call, values can overlap the other calls
Target sequence (Q9NXA8 whole entry, looked up): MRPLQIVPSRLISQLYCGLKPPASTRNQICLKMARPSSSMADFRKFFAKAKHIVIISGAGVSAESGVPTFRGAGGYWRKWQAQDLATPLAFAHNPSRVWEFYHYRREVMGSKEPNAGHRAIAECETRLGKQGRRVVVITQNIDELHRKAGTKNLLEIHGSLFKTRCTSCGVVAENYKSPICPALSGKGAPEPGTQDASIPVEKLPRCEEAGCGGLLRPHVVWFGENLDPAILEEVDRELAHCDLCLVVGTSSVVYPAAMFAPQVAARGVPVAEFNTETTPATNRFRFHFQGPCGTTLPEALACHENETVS
Statin myotox sup: suppression of simvastatin myotoxicity; C2C12 myotubes + simvastatin, ATP luminescence, 48 h; scaled: DMSO 0, geranylgeraniol control 100; rescue of ATP level, % at 7.49 µM; 0.78% of 330,000 active;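 active = mean ATP rescue above about 67%, or every replicate alone reaching that limit, limit read from the data, passing the limit was not always enough; inconclusive = no clear call, values can overlap the other calls; inactive = mean under the limit and some replicate under it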;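 note: myotubes were challenged with 10 µM simvastatin during compound exposure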
Casp6 inh: inhibitors of human caspase-6. 0.53% of 350,000 active. purified caspase-6, Z-VEID-R110 cleavage fluorescence. inhibition, % at 12.5 µM. AID 686996. P55212;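 active = mean inhibition across replicates at least about 35%, with every replicate also reaching that limit, limit read from the data; inconclusive = only one of the two criteria met; inactive = neither criterion met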;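 note: 0% = median of neutral control wells and 100% = no fluorescence left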
Target sequence (P55212 24-179 limits assumed): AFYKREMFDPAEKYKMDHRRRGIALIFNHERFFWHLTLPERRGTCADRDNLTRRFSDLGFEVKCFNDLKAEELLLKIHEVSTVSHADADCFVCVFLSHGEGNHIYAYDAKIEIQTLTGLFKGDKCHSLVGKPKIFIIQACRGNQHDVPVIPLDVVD
Target sequence (P55212 194-293 limits assumed): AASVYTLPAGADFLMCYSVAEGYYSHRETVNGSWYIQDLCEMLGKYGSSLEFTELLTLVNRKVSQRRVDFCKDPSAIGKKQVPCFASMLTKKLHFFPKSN
LGR2 antag: inhibitors of bursicon-induced Drosophila LGR2 receptor cAMP signaling | HEK293 LGR2, CRE-luciferase, bursicon-stimulated, 4 h | inhibition, % at 9.99 µM | 0.35% of 380,000 active | AID 720647;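 active = drop in luminescence signal, shown as inhibition above about 50% in the replicate tests, limit read from the data, passing the limit was not always enough; inconclusive = probably only some replicates passing the limit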;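 note: agonist challenge used bursicon conditioned medium at about half maximal strength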
FN deposition inh: fibronectin deposition inhibition | AH1F fibroblasts, Alexa488-fibronectin deposition fluorescence, overnight | 0.086% of 350,000 active | inhibition, % at 12.6 µM;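 active = mean inhibition across replicates of 30% or more, regardless of how many single replicates reach that level; inconclusive = mean under 30% yet at least half of replicates reach 30%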;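 note: positive control wells lacked labelled fibronectin entirely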
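test system = AH1F fibroblasts assembling fluorescent fibronectin matrix | quantity = 10000 AH1F cells per well | buffer or medium = DMEM plus 2% serum, read in PBS | doses = single dose, pinned | incubation = 1 h cell attachment, overnight exposure to compound and label | detection = fluorescence at 485 nm excitation, 525 nm emission | read-out basis = inhibition from reduced deposited-fibronectin fluorescence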
* hit, by the source's call; ? = inconclusive; . = no result given.

SMILES	esBAF inh	S100A4 inh HTS	SIRT5 inh	Statin myotox sup	Casp6 inh	LGR2 antag	FN deposition inh
C[C@@H]1CN([C@@H](C)CO)C(=O)CCCn2cc(nn2)CO[C@@H]1CN(C)C(=O)CCC(F)(F)F	-1.4	.	.	14.1	.	5.7	2.4
COc1ccc(Cl)cc1NC(=O)CN(C)C(=O)CN1C(=O)NC(C)(c2ccc3ccccc3c2)C1=O (stereo not drawn)	-1.1	-0.5	-1.2	-5.0	-1.9	.	5.1
CCOC(=O)N(C)c1c(CC)nc2c(OCc3ccc(Cl)cc3)cccn12	-1.9	6.5	.	-39.3	4.5	18.4	5.5
C[C@H](CO)N1C[C@H](C)[C@H](CN(C)C(=O)c2ccncc2)Oc2cc(C#CC3(O)CCCC3)ccc2S1(=O)=O	2.0	0.3	0.2	10.3	1.4	4.0	13.5
O=C(CCCn1c(=O)[nH]c2ccccc2c1=O)Nc1ccc(F)cc1	-6.0	-0.5	-2.4	1.2	1.7	-10.2	.
O=C(O)C1Cc2ccccc2-c2ccccc2C1	-0.1	-3.3	-1.2	-3.2	-1.4	3.8	-2.5
COc1cc2c(cc1/C=C1/NC(=O)N(CC(=O)Nc3ccccc3)C1=O)OCO2	.	2.4	-1.8	.	-1.1	-45.8	.
Cc1noc(C)c1NC(=O)Nc1ccc2c(c1)C(=O)N([C@@H](C)CO)C[C@H](C)[C@@H](CN(C)C(=O)Nc1ccc3c(c1)OCO3)OCCCC[C@H](C)O2	-0.8	10.7	4.9	.	-1.8	-2.5	2.6
CC1CCCN(C(=O)c2cccc(S(=O)(=O)Nc3cc(C(F)(F)F)ccc3Cl)c2)C1 (stereo not drawn)	.	-0.7	.	.	5.4	5.4	-10.1
CCOc1ccc(N(CC(=O)NCCOc2ccc(C)cc2)S(=O)(=O)c2ccccc2)cc1	-4.2	-2.0	0.6	9.0	-0.9	7.5	-0.2
O=C(Nc1sc2c(c1C(=O)O)CCCC2)c1ccc(Cl)cc1	?	-6.7	-0.2	-21.8	6.5	-23.2	-8.8
Cc1cc(=O)oc2cc(OC(C)C(=O)NCc3ccccn3)ccc12 (stereo not drawn)	-5.4	-0.7	-1.6	3.4	-3.6	28.1	2.2
COc1ccc(CCC(=O)Nc2ccc(Cl)c(S(=O)(=O)N3CCCC3)c2)cc1	.	-2.2	1.2	.	2.2	2.8	-2.7
CC(C)(C)Nc1nc(Oc2ccc(=O)[nH]n2)nc(N2CCOCC2)n1	.	4.4	4.4	.	.	-25.3	9.0
CCn1c(=O)c(=O)[nH]c2c(=O)oc3ccc(S(=O)(=O)Nc4ccccc4)cc3c21	.	-2.2	1.1	.	0.3	13.6	15.5
CC=Cc1ccc2n(c1=O)C[C@H]1[C@H](CO)[C@@H](C(=O)NCc3ccncc3)N(Cc3cncnc3)[C@@H]21 (mixture of isomers)	6.5	1.0	3.2	1.1	0.9	7.0	.
COCC#Cc1ccc2c(c1)O[C@H](CN(C)C(=O)C1CC1)[C@H](C)CN([C@H](C)CO)S2(=O)=O	.	-2.3	3.3	-16.6	2.6	0.8	-9.0
Cn1nc(NC(=O)C(C)(C)C)c2c(F)cccc21	-3.6	-1.1	0.6	0.5	-3.4	1.6	-5.8
COc1cc(C2C3=C(CC(C)(C)CC3=O)NC3=C2C(=O)c2ccccc23)ccc1O (stereo not drawn)	1.0	1.7	0.4	6.4	-1.1	-20.0	7.0
Cc1ccc(S(=O)(=O)N2CCN(c3ncnc4scc(-c5ccc(F)cc5)c34)CC2)cc1	-1.5	-0.8	-1.7	1.0	-3.9	-3.5	.

Of the compounds above, three have an NH in an aromatic ring:
SMILES	esBAF inh	S100A4 inh HTS	SIRT5 inh	Statin myotox sup	Casp6 inh	LGR2 antag	FN deposition inh
O=C(CCCn1c(=O)[nH]c2ccccc2c1=O)Nc1ccc(F)cc1	-6.0	-0.5	-2.4	1.2	1.7	-10.2	.
CC(C)(C)Nc1nc(Oc2ccc(=O)[nH]n2)nc(N2CCOCC2)n1	.	4.4	4.4	.	.	-25.3	9.0
CCn1c(=O)c(=O)[nH]c2c(=O)oc3ccc(S(=O)(=O)Nc4ccccc4)cc3c21	.	-2.2	1.1	.	0.3	13.6	15.5

(further entries)
SMILES	esBAF inh	S100A4 inh HTS	SIRT5 inh	Statin myotox sup	Casp6 inh	LGR2 antag	FN deposition inh
O=C(NCc1ccco1)C(Cc1ccccc1)N1C(=O)c2ccccc2C1=O (stereo not drawn)	-11.3	.	.	-7.4	.	-5.0	.
CSCCC1NC2(C(=O)Nc3c2ccc(Cl)c3C)[C@@H]2C(=O)N(C3CCCC3)C(=O)[C@H]12 (stereo partly drawn)	-10.2	-6.9	-2.5	3.3	0.2	11.8	.
C#CCN(C(=O)c1cc(COc2ccc(C)c(C)c2)on1)C1CCCCC1	-2.0	-0.4	-2.4	2.7	0.3	9.4	10.3
O=C(C[C@@H]1C[C@@H]2c3cc(NC(=O)NC4CCCCC4)ccc3O[C@@H]2[C@@H](CO)O1)NCc1ccccn1	-8.5	-8.8	-0.5	-0.2	0.4	16.9	.
CCCCNC(=O)COC(=O)CCC(=O)c1ccc(F)cc1	-9.1	.	.	6.0	.	.	9.2
NNc1ccc(Cl)c(C(=O)O)c1	-1.4	-1.8	0.6	3.4	-0.1	-0.7	3.3
CC(C)CC(=O)N1CC(=O)Nc2ccc(F)cc2C1c1ccccc1 (stereo not drawn)	1.0	-5.9	-9.0	0.7	1.4	4.2	2.4
C[C@H]1CN([C@@H](C)CO)C(=O)Cc2cc(NC(=O)CCN3CCOCC3)ccc2O[C@@H]1CN(C)S(=O)(=O)c1cn(C)cn1	1.6	-3.1	-0.5	20.8	3.1	-6.0	.
CN(CC(=O)Nc1cccc(F)c1)C(=O)CCSc1ccc(F)cc1	5.4	-2.6	1.0	-1.2	0.0	-1.7	-4.0
COc1ccc(N2CC(C(=O)N/N=C/c3c[nH]c4ccccc34)CC2=O)cc1 (stereo not drawn)	.	11.4	2.8	.	5.1	9.5	5.2
O=C(C[C@@H]1C[C@@H]2c3cc(NC(=O)Nc4ccc(C(F)(F)F)cc4)ccc3O[C@@H]2[C@H](CO)O1)NC1CCCCC1	1.3	4.0	4.2	1.8	0.1	-0.6	.
Cc1cc(C(=O)COC(=O)c2ccc[nH]c2=O)c(C)n1C	.	-0.2	-0.4	.	-0.2	-11.2	4.3
Cc1ccc(Cl)cc1NC(=O)COC(=O)C1CC1	-4.3	-0.2	1.2	-0.1	-1.1	-3.2	-9.5
CCOC(=O)c1cc2sc(C)cc2n1CC(=O)N1CCOCC1	3.1	.	.	-6.1	.	6.4	.
CCCS(=O)(=O)c1nc(S(=O)(=O)c2ccc(C)cc2)c(NCc2ccccn2)s1	4.2	0.9	1.1	4.1	-1.7	5.3	9.3
COC(=O)c1cccnc1NC(=S)NC(C)C	.	-6.0	1.1	.	0.0	-14.9	.
CC(C)(C)CC(=O)Nc1cc(S(=O)(=O)N2CCOCC2)ccc1N1CCCC1	-4.0	-1.9	0.4	3.5	-0.6	.	10.8
COCC(C)N=C1SCCN1Cc1ccccc1 (stereo not drawn)	-7.1	3.8	-3.0	7.5	0.3	6.0	1.5
CCS(=O)(=O)N1CCCCN2[C@@H](CO)[C@H](c3ccc(C#CC(C)(C)O)cc3)[C@@H]2C1	.	-3.4	-0.4	.	-0.2	-8.4	.
C=CCN1C(=O)c2ccc(C(=O)NCCOc3ccccc3F)cc2C1=O	0.4	5.3	-6.0	-9.6	1.4	10.9	-4.9

Part of the list above, with bars between the fields:
SMILES | esBAF inh | S100A4 inh HTS | SIRT5 inh | Statin myotox sup | Casp6 inh | LGR2 antag | FN deposition inh
CCCCNC(=O)COC(=O)CCC(=O)c1ccc(F)cc1 | -9.1 | . | . | 6.0 | . | . | 9.2
NNc1ccc(Cl)c(C(=O)O)c1 | -1.4 | -1.8 | 0.6 | 3.4 | -0.1 | -0.7 | 3.3
CC(C)CC(=O)N1CC(=O)Nc2ccc(F)cc2C1c1ccccc1 (stereo not drawn) | 1.0 | -5.9 | -9.0 | 0.7 | 1.4 | 4.2 | 2.4

Carrying on:
SMILES	esBAF inh	S100A4 inh HTS	SIRT5 inh	Statin myotox sup	Casp6 inh	LGR2 antag	FN deposition inh
O=C(CCc1ccccc1)NNC(=S)NCCc1ccccc1	2.5	2.1	-0.7	2.5	-2.7	10.6	.
C[C@@H]1CCCCO[C@@H](CN(C)C(=O)Nc2ccc(C(F)(F)F)cc2)[C@@H](C)CN([C@H](C)CO)C(=O)c2cc(NC(=O)Nc3ccc(F)cc3)ccc2O1	.	3.5	1.2	.	0.7	15.9	-10.6
COc1ccc(CN(C)C[C@@H]2Oc3c(NC(=O)Nc4ccc(OC)cc4)cccc3C(=O)N([C@@H](C)CO)C[C@H]2C)cc1	8.8	-3.5	-3.4	10.6	.	-3.2	.
COc1cc(C(=O)NC(C)c2ccc3ccccc3c2)cc(Cl)c1O (stereo not drawn)	1.7	-8.9	0.6	28.2	4.4	4.3	9.8
Cc1ccc(S(=O)(=O)N(C)C[C@H]2OCCCC[C@@H](C)Oc3ccc(NC(=O)Nc4c(C)noc4C)cc3C(=O)N([C@H](C)CO)C[C@H]2C)cc1	.	3.1	-0.7	.	-1.7	-0.1	7.3
COc1ccccc1N1CC(C(=O)Nc2ccccc2N2CCCC2)CC1=O (stereo not drawn)	1.1	-0.5	-1.8	11.3	-112.0	8.4	0.4
CCCCNC(=O)C1(C)CCCCN1C(=O)c1oc2ccccc2c1C (stereo not drawn)	2.6	-0.3	.	13.2	2.4	4.2	.
Cc1cc(=O)oc2cc(NC(=O)Cc3ccccc3)ccc12	31.0	0.5	-2.2	4.0	9.3	-21.5	2.3
COc1ccccc1-c1nnc(N(C)C(=O)C2CCCO2)s1 (stereo not drawn)	3.5	.	.	5.4	.	.	-7.4
O=C(CSc1nccc(=O)[nH]1)Nc1ccc(S(=O)(=O)N2CCOCC2)cc1	-5.8	-4.5	4.5	19.0	0.3	-0.8	.
Cc1ccc(S(=O)(=O)N[C@H]2C=C[C@@H](CC(=O)N3CCC(Cc4ccccc4)CC3)O[C@H]2CO)cc1	-24.1	3.7	8.3	8.5	-10.1	-35.3	.
CCc1ccc(C2=CSC3=NCCN23)cc1	-3.9	3.5	3.4	-0.4	-7.3	4.7	-7.1
O=C(CN1CCC(c2nc3ccccc3s2)CC1)NCc1cccs1	11.8	.	.	19.6	.	3.8	12.2
COc1cccc(-c2ccc3c(c2)[C@@H]2[C@@H](CCN2C(=O)c2cccc(F)c2)[C@H](CO)N3)c1	1.2	3.3	13.4	-11.4	-1.7	-10.1	-6.9
S=c1[nH]nc(-c2cc(-c3ccccc3)n[nH]2)n1/N=C/c1ccc(Cl)c(Cl)c1	.	-1.3	-0.7	.	-3.9	-1.6	-4.6
Cc1cc(CNC(=O)c2cc(Br)ccc2Cl)nn1C	-14.2	.	.	-0.2	.	.	-11.7
CCOC(=O)c1sc2nc3c(SCC(=O)O)cc(C(=O)c4cc(F)ccc4O)cn3c(=O)c2c1C	.	-3.4	1.2	.	0.1	-8.8	0.8
O=C(C[C@@H]1CC[C@H]2[C@@H](COC[C@H](O)CN2C(=O)c2ccccc2F)O1)N1CCCCC1	0.1	-6.0	2.1	-8.9	-1.8	6.0	3.9
COc1ccccc1N1CCN(C(=O)CCNS(=O)(=O)c2ccc3c(c2)CCC(=O)N3)CC1	-5.0	.	.	-1.3	.	.	-15.7
Cc1cc(=O)[nH]c(Nc2cccc(Br)c2)n1	-2.8	-23.8	-0.1	13.2	-4.3	6.1	-3.5
COc1ccc(OC)c(/C=C/C(=O)N2CCN(S(=O)(=O)c3cc(C)ccc3C)CC2)c1	-0.9	-2.3	-5.3	6.9	0.0	-1.5	8.3
CC(C)N(C(=O)CC1ON(C)C(=O)N1c1ccc(Cl)cc1)C(C)C (stereo not drawn)	.	5.8	-2.3	.	-3.4	0.8	10.4

Only part of the results is shown (hit frequency here may not be typical).
